S100A4 MyoIIA: inhibitors of human S100A4 binding to myosin IIA peptide; P26447; S100A4/TAMRA-MyoIIA peptide fluorescence polarization; inhibition, % at 10.7 µM; 0.14% of 360,000 active; AID 652163;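 active = mean inhibition of at least 70% across replicates, with every replicate also reaching that level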
Target sequence (P26447 whole entry, looked up): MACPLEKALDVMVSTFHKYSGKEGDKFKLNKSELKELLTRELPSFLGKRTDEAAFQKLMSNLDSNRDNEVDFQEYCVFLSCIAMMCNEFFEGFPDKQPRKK
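incubation = readout 5 min after mixing, signal stable up to 60 min | system = S100A4 monomer protein | buffer or medium = HEPES pH 7.2 with CaCl2, KCl, NaCl, DTT, Triton | benchmarks = neutral control DMSO, positive control TFP | also added = fluorescent myosin IIA peptide, 5 nM | compound dosing = one concentration per compound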
C2C12 statin: suppression of simvastatin myotoxicity. C2C12 myotubes + simvastatin, ATP luminescence, 48 h; scaled: DMSO 0, geranylgeraniol control 100. 0.78% of 330,000 active. rescue of ATP level, % at 7.49 µM;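 active = mean ATP rescue above about 67%, or every replicate alone reaching that limit, limit read from the data, passing the limit was not always enough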;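 also: myotubes were challenged with 10 µM simvastatin during compound exposure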
Cneo AK release: Cryptococcus neoformans lysis via adenylate kinase release; C. neoformans lysis, adenylate kinase release luminescence, 4 h; normalised: neutral wells 0, clomiphene wells 100; lysis activity, % at 15 µM; 0.2% of 360,000 active; AID 651654;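 active = mean lysis activity across replicates of at least 80%, whatever share of replicates individually reach that level; inactive = mean lysis activity below 80%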
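Material – Cryptococcus neoformans yeast cells · Quantity – 5 × 10^6 yeast cells/mL · Buffer or medium – YPD medium · Compound – single dose · Timing – 4 h static compound exposure, 37 °C, read 1 h post-reagent · Signal – adenylate kinase release luminescence · Read-out basis – lysis from increased AK signal · Benchmarks – Clomiphene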
Xi reactivation: activators of X-chromosome reactivation in mouse fibroblasts; XiGFP mouse fibroblasts, % GFP-positive cells imaging, 3 d; cells co-treated with 5-aza-dC sensitizer; scaled so ellipticine positive control = 100%; activation, % at 7.58 µM; 0.055% of 360,000 active;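 active = mean normalized replicate activation at least 10% and every replicate at or above 10%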;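 also: 0% = median of on-plate neutral control wells and 100% = ellipticine 6 µM median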
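Material: SV40-immortalized XiGFP fibroblast cells, line 68-5-11 | Buffer or medium: DMEM containing 5-aza-dC | Dosing: One concentration, pinned | Times: 3 d treatment, 15 min room-temperature fixation | Controls: Ellipticine 6 µM positive control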
LGR2 inh: inhibitors of bursicon-induced Drosophila LGR2 receptor cAMP signaling; inhibition, % at 9.99 µM; HEK293 LGR2, CRE-luciferase, bursicon-stimulated, 4 h; AID 720647; 0.35% of 380,000 active;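 active = drop in luminescence signal, shown as inhibition above about 50% in the replicate tests, limit read from the data, passing the limit was not always enough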;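 also: agonist challenge used bursicon conditioned medium at about half maximal strength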
PGC1a acetyl inh: lowers PGC1a acetylation signal in U2OS cells. AlphaScreen anti-acetyl-lysine; with virally co-expressed GCN5 acetyltransferase. inhibition, % at 15.6 µM. 0.17% of 350,000 active;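 active = every replicate shows inhibition of at least 40%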;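 also: 0% = neutral control wells and 100% = positive control wells; some results beyond the cut were filed as inactive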
ERAP1 HTS inh: ERAP1 (human) enzyme inhibition. inhibition, % at 10.7 µM. 0.15% of 340,000 active. recombinant ERAP1, Leu-AMC fluorescence, 60 min. AID 652197;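 active = mean replicate inhibition of at least 30%, or all replicates individually reaching that 30% level; inactive = mean below 30% and not every replicate reaching it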;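 also: 0% = neutral control wells and 100% = L-leucinethiol positive control wells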
SIRT5 block: sirtuin-5 (human) deacylase inhibition | Q9NXA8 | Purified SirT5, succinyl-peptide AMC, trypsin-coupled fluorescence | inhibition, % at 15 µM | 1.1% of 330,000 active; in the data active = inhibition above about 15%
Target sequence (Q9NXA8 whole entry, looked up): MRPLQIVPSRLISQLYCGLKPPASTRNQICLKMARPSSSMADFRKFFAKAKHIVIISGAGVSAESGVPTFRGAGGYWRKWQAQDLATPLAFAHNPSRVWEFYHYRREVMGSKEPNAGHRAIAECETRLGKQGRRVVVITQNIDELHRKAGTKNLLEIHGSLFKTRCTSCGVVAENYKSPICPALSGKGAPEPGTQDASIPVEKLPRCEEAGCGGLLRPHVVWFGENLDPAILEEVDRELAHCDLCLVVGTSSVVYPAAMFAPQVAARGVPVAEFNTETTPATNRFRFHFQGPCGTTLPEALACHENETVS
An asterisk follows results filed as active; nt = no result given; & = joins results of further samples. Not all compounds are listed; the hit share may differ from the screen's.

Structure	S100A4 MyoIIA	C2C12 statin	Cneo AK release	Xi reactivation	LGR2 inh	PGC1a acetyl inh	ERAP1 HTS inh	SIRT5 block
O=C1c2ccccc2S(=O)(=O)c2cc(C(=O)N3CCC(C(=O)N4CCCCC4)CC3)ccc21	2	nt	nt	1.9	5	nt	-1	nt
COc1cc(C(=O)N[C@H](C(=O)NC(C)C23CC4CC(CC(C4)C2)C3)C(C)C)cc(OC)c1OC (some centres not stated)	nt	-5	1	nt	12	5	nt	nt
Cc1ccc(NC(=S)N/N=C/c2c(C)[nH]c3ccccc23)cc1	1	-8	1	0.2	-20	-11	8	nt
C[C@@H]1CN([C@H](C)CO)C(=O)c2cc(NS(=O)(=O)c3ccc(F)cc3)ccc2O[C@@H](C)CCCCO[C@@H]1CN(C)C(=O)C1CCCCC1	-11	nt	-2	-0.1	-2	-1	5	4
O=C(O)C(Cc1ccc(Cl)cc1)NS(=O)(=O)c1ccc(Cl)cc1 (configuration not stated)	-1	7	-2	0.0	23	4	-6	-3
O=C(C[C@@H]1C=C[C@@H](NC(=O)Nc2cc(F)ccc2F)[C@H](CO)O1)Nc1ccc(-c2ccccc2)cc1	0	0	-1	-0.2	-1	11	-1	3
CN1C(=O)c2cc(NC(=O)c3cccs3)ccc2OC[C@H]2O[C@@H](CC(=O)NCC3CC3)CC[C@H]21	nt	10	-2	-0.2	13	-5	nt	nt
COc1cccc(NC(=O)COC(=O)c2ccc(C)c(S(=O)(=O)N3CCCCC3)c2)c1	-1	4	-1	0.3	-1	7	-1	1
S=C(NCc1ccc(Cl)cc1)Nc1ccccc1	-1	129*	24	0.2	-2	21	-1	1
CCCOc1ccc(/C=N/Nc2ccc(C(=O)O)cc2)c(OCCC)c1	0	nt	nt	-0.1	-5	-9	1	2
COCC(=O)N1CC(=O)N2[C@@H](CO)[C@H](c3ccc(-c4ccccc4F)cc3)[C@@H]2C1	-3	nt	nt	0.2	8	-10	3	-2
O=C(C[C@H]1C[C@@H]2c3cc(NC(=O)c4ccc5c(c4)OCO5)ccc3O[C@@H]2[C@@H](CO)O1)NCc1ccc(Cl)cc1	3	14	-2	0.5	14	-7	4	7
COc1cccc(C(=O)Nc2ccc3c(c2)OC[C@H](C)N(CC2CC2)C[C@H](C)[C@H](OC)CN(C)C3=O)c1	-4	-4	-1	0.0	-8	1	0	-3
C[C@@H]1CN([C@H](C)CO)C(=O)c2cccc(NC(=O)c3cnccn3)c2O[C@H]1CN(C)CC1CC1	4	-3	2	-0.5	-16	6	-2	-3
CCCSCCCNC(=O)Cn1nc(CC)n2c(cc3c(OC)cccc32)c1=O	34	9	0	0.0	-1	nt	-9	-9
CCC(/C=N/NC(=O)CCCCC(=O)N/N=C/C(CC)CC)CC	-4	nt	16	0.2	34	-17	16	-2
CC(C)NC(=O)N(C)C[C@H]1Oc2cc(C#CC3CC3)ccc2S(=O)(=O)N([C@@H](C)CO)C[C@@H]1C	-10	-3	-1	0.0	10	-3	-4	-1
Cn1nc(C(=O)NC2CCCc3ccccc32)ccc1=O (configuration not stated)	-5	nt	nt	0.0	-1	nt	-1	5
CC(C)(C)n1nnnc1C(c1ccccc1)N1CCN(c2c(Cl)cncc2Cl)CC1 (configuration not stated)	-5	nt	nt	0.1	30	nt	2	-5
Cc1ccc(S(=O)(=O)N2[C@@H](c3cccc(Cl)c3)C(C(=O)O)=CC[C@H]2c2ccc3c(c2)OCO3)cc1	1	-11	-3	0.3	-2	nt	2	2
CNC[C@H]1Oc2c(NC(=O)c3nc4ccccc4s3)cccc2C(=O)N([C@@H](C)CO)C[C@@H]1C	58	-14	-10	0.3	16	5	5	7
CCOC(=O)c1[nH]c(C)c(C(=O)N2CCc3c([nH]c4ccccc34)C2c2ccccn2)c1C (configuration not stated)	5	nt	nt	0.3	16	nt	-4	0
O=C(N[C@H]1CC[C@@H](CC(=O)N2CCCCC2)O[C@H]1CO)c1ccccn1	6	-4	-1	-0.1	-3	4	0	-6
CCN(CC)C(=O)CSc1n[nH]c(=O)n1CCc1ccccc1	-2	6	0	0.0	-23	-1	1	4
CCOC(=O)Cc1csc(NC(=O)CCS(=O)(=O)Cc2ccccc2)n1	-1	-18	0	nt	5	-10	0	-6
O=C(COC(=O)c1cc[n+]([O-])cc1)Nc1cccc(F)c1	-14	1	-3	0.1	7	-4	1	-4
O=C(O)c1ccc(CSc2ccccn2)cc1	-1	nt	nt	0.0	-7	-1	3	0
Cc1ccc(NC(=O)CN(C(=O)N2CCN(C)CC2)S(=O)(=O)c2ccc(C)cc2)cc1	-1	7	1	0.0	2	nt	-4	-7
COc1ccccc1C#Cc1ccc([C@@H]2[C@@H](C#N)N(C(=O)C3CCCCC3)[C@H]2CO)cc1	-22	-180	-3	-0.1	nt	-10	-1	0
CC(=O)Oc1ccc(N(c2ccccc2)S(=O)(=O)c2ccc(C)cc2)cc1	5	7	1	0.0	8	-14	2	-4
Cc1cc2nc(C3CCCCC3)c(CC(C)(C)C)n2c(C)c1Br	1	2	8	0.0	8	-31	1	-6
Cc1ccc(S(=O)(=O)N2[C@@H]3CNC[C@H]2C3c2ccc(-c3cccc(C)c3)cc2)cc1 (some centres not stated)	6&-2	nt	nt	0.0&0.0	17&3	-17	-2&1	2&9
CC(C)Cn1c(N)c(C(=O)COC(=O)CCc2nc3ccccc3c(=O)[nH]2)c(=O)n(C)c1=O	-32	-2	5	0.4	-17	nt	3	-6
O=C(Nc1nc(-c2ccc(F)cc2)cs1)C1CCN(C(=O)c2ccc(F)cc2)CC1	-8	-11	0	0.4	19	nt	3	-2
Cc1ccc(S(=O)(=O)N(C)C[C@@H]2Oc3ncc(Br)cc3C(=O)N([C@@H](C)CO)C[C@H]2C)cc1	-6	9	91*	-0.8	6	-12	-5	2
CC(=O)c1ccc(NC(=O)C2(S(=O)(=O)c3ccccc3)CC2)cc1	2	nt	nt	0.0	-2	-10	-3	-3
COc1ccc(NC(=O)Nc2cccc3c2O[C@H](CN(C)Cc2ccc(C(F)(F)F)cc2)[C@H](C)CN([C@H](C)CO)C3=O)cc1	5	-11	0	0.0	26	-2	0	4
O=C(NCc1cccc(C(F)(F)F)c1)c1cccc(S(=O)(=O)NCc2ccccc2)c1	nt	0	2	0.3	-6	-2	nt	nt
O=C(c1ccccc1)c1ccc(NCCCn2ccnc2)c([N+](=O)[O-])c1	-3	2	7	0.0	18	nt	3	2
CCN1[C@@H]2c3ccc(-c4ccccc4OC)c(=O)n3C[C@H]1[C@H](CO)[C@H]2C(=O)N[C@H](C)c1ccccc1	-1	22	60	0.5	8	nt	-1	12
Cc1ccccc1-c1ccc([C@@H]2[C@H](CO)N3CCCCN(CC4CC4)C[C@@H]23)cc1	-25	7	0	-0.1	-4	-9	-2	-1
O=S(=O)(c1ccc(NC(=S)N2CCN(c3ccccc3F)CC2)cc1)N1CCOCC1	3	nt	nt	0.0	10	-1	-5	-4
CCOC(=O)C1(C)CCN1C(=O)c1ccc(C#N)cc1 (configuration not stated)	-2	6	0	0.0	2	-10	9	-3
COc1ccc(/C=C/C(=O)NCCN2CCOCC2)cc1OC	-2	nt	nt	0.0	-12	-2	13	-1
CCOC(=O)N1C=CC=C[C@@H]2[C@@H](N3C(=O)c4ccccc4C3=O)C(=O)N21	-3	nt	nt	0.0	6	nt	1	-6
CN(C)c1ccc(C=NNc2nc3c([nH]2)c(=O)n(C)c(=O)n3C)cc1	1	-25	-1	0.2	-1	-6	-1	nt
C[C@H](CO)N1C[C@H](C)[C@@H](CN(C)Cc2cccc(C(=O)O)c2)Oc2ncc(C#C[C@@H](C)O)cc2C1=O	21	16	-2	0.2	1	-4	-1	2
Cc1ccc(S(=O)(=O)Nc2ccc3c(c2)C(=O)N([C@H](C)CO)C[C@H](C)[C@@H](CN(C)C(=O)Nc2ccc4c(c2)OCO4)OCCCC[C@@H](C)O3)cc1	5	nt	-2	0.3	16	0	2	0

3 of the entries above in order of their number in S100A4 MyoIIA, highest first:
Structure | S100A4 MyoIIA
Cc1ccc(S(=O)(=O)Nc2ccc3c(c2)C(=O)N([C@H](C)CO)C[C@H](C)[C@@H](CN(C)C(=O)Nc2ccc4c(c2)OCO4)OCCCC[C@@H](C)O3)cc1 | 5
O=S(=O)(c1ccc(NC(=S)N2CCN(c3ccccc3F)CC2)cc1)N1CCOCC1 | 3
Cc1ccccc1-c1ccc([C@@H]2[C@H](CO)N3CCCCN(CC4CC4)C[C@@H]23)cc1 | -25

Continuation:
Structure	S100A4 MyoIIA	C2C12 statin	Cneo AK release	Xi reactivation	LGR2 inh	PGC1a acetyl inh	ERAP1 HTS inh	SIRT5 block
CCc1cc(C(c2ccccn2)N2CCN(C)CC2)c(NC(=O)c2ccccc2)s1 (configuration not stated)	-11	nt	nt	-0.1	0	nt	0	-2
CCCSC1C(C)=C(C)C(=O)N1Cc1ccccc1 (configuration not stated)	-3	-13	-2	0.1	14	9	-1	-2
CCc1ccccc1NC(=S)N(CCN(C)C)C(C)c1cccnc1 (configuration not stated)	-5	5	5	0.1	25	-11	-3	0
O=C(COC(=O)CCc1c[nH]c2ccccc12)Nc1ccccc1	-2	5	5	0.2	18	nt	0	0
CC(OC(=O)c1ccc(Cl)nc1)C(=O)Nc1ccc2c(c1)OCO2 (configuration not stated)	0	28	0	0.0	-38	6	0	0
CC(=O)c1cccc(N2C(=O)Nc3ccccc3N2O)c1	-3	2	1	0.3	2	nt	0	-3
O=C(Nc1cccc(S(=O)(=O)NC2=NCCCCC2)c1)c1ccc(Cl)cc1	1	-15	0	-0.1	10	-7	-4	-2
CN(C)CC(=O)N1CCCCN2[C@H](CO)[C@@H](c3ccc(/C=C/c4ccccc4)cc3)[C@@H]2C1	-2	-20	8	-0.1	-14	-37	1	1
CCCC(=O)Nc1ccc2c(c1)OC[C@@H](C)N(Cc1ccccc1C(=O)O)C[C@@H](C)[C@H](OC)CN(C)C2=O	-1	4	4	0.0	23	-6	0	-12
Cc1ccccc1/C(N)=N/OC(=O)c1ccc(F)cc1	1	-3	0	0.0	-30	nt	6	-3
O=C(c1ccc(F)cc1)N1CC(=O)N2[C@@H](CO)[C@H](c3ccc(C#CCC4CCCC4)cc3)[C@@H]2C1	nt	nt	nt	0.1	19	3	nt	16*
CCC(=O)N1CCN(c2ccc(NC(=S)NC(=O)COc3ccccc3)cc2)CC1	1	-3	nt	-0.2	7	-6	0	-7
CC=Cc1ccc2n(c1=O)C[C@H]1[C@H](CO)[C@@H](C(=O)NCCC)[C@@H]2N1C(=O)c1ccccc1 (mixture of isomers)	0	-9	7	0.3	14	nt	-1	-10
C[C@@H]1CN([C@H](C)CO)C(=O)c2c(c3ccccc3n2C)-c2ccccc2CO[C@@H]1CN(C)Cc1cccc(C(=O)O)c1	-8	-11	1	-0.3	3	-36	18	3
CO[C@@H]1CN(C)C(=O)c2ccc(NC(C)=O)cc2OC[C@@H](C)N(C(=O)c2ccncc2)C[C@H]1C	2	-1	-3	0.1	-8	5	0	2
O=C(Nc1ccccc1F)N1CCCCN2[C@H](CO)[C@H](c3ccc(/C=C/c4ccccc4)cc3)[C@H]2C1	nt	0	11	0.0	4	-15	nt	-8
Cn1cnc(S(=O)(=O)N2CCCCC2c2cc(C(=O)NCc3ccc(Cl)c(Cl)c3)no2)c1 (configuration not stated)	2	4	0	-0.1	-10	-2	2	-1

Screens as filed in PubChem BioAssay.
